Assay outcomes (PubChem BioAssay)
Vif-A3F inh = Vif-A3F binding inhibition; HeLa A3F-eYFP + Vif (tagged APOBEC3F with the HIV-1 protein that degrades it), YFP fluorescence increase; Potency, µM (highest dose often 46.1 µM), inactives show at the top dose activity, negative = active; 0.2% of 390,000 active; note: potency is the fitted concentration of half-maximal effect; % of control where 0% means no effect; nearly all actives have a fitted effect of over 65% in size
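HeLa cells stably expressing Vif plus C-terminally eYFP-tagged A3F were seeded, incubated overnight at 37 deg C, dosed with compound, incubated overnight again at 37 deg C. Yellow fluorescence (Ex 488/Em 500-530) reported blocked Vif-mediated A3F-eYFP degradation.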
D1 potentiator = enhances dopamine response at the human D1 receptor | 0.036% of 360,000 active | HEK293 TREx D1 cells, calcium flux, dopamine EC20 potentiation | P21728 | AID 504651 | potentiation, % at 10 µM; in the data active = potentiation above about 30%; note: 0% is about no effect
Vif-APOBEC3G blk = Vif-A3G binding inhibition; HeLa A3G-eYFP + Vif (tagged APOBEC3G with the HIV-1 protein that degrades it), YFP fluorescence, overnight; AID 602310; Potency, µM (titrated, usually from 46.1 µM), without a hit: top-dose activity, negative = active, hits mostly inhibitors; 0.076% of 410,000 active; Q9HC16;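 note: potency is the fitted concentration of half-maximal effect; % is set by controls: 0 for no effect and ±100 for the full control effect; nearly all actives have a fitted effect of over 60% in size; hits raise eYFP signal because A3G escapes Vif-driven loss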
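Read-out is eYFP fluorescence (Ex 488/Em 500-530) from Vif-expressing HeLa A3G-eYFP cells; more signal means A3G escaped Vif-mediated degradation. Cells plated overnight, compound pinned in, incubated overnight at 37 deg C.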
D1 ag = agonists of human D1 dopamine receptor; HEK293 T-REx D1 cells, calcium flux, agonist mode; activation, % at 2 µM; 1% of 360,000 active; AID 504660; in the data active = activation above about 30%; note: 0% is about no effect
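Agonism was scored from calcium flux recorded over 180 s (1 read/s) after pintool compound addition, following a 10-cycle baseline. Cells were inducible force-coupled HEK293 TREx D1, plated overnight at 30 C and loaded with no-wash calcium dye.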
D2 PAM = positive allosteric modulators of human D2 dopamine receptor; HEK293 T-REx D2, calcium flux, EC20 dopamine potentiation; 0.34% of 340,000 active; P14416; potentiation, % at 10 µM;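 active = potentiation over 3 SD above the plate norm, cut at about 30% in these data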; note: 0% is about no effect
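Potentiation of an EC20 dopamine calcium response measured kinetically over 180 s, after a preceding 180 s compound-only read flagging agonists. Cells: inducible Hek293 Trex D2 line, 4000/well, cultured overnight at 30 C before dye loading.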
RXFP1 ag = activates the human relaxin receptor RXFP1. HEK293T-RXFP1 cAMP TR-FRET, 30 min; response scale: percent of porcine relaxin response, buffer zero. Q9HBX9. AID 2676. 0.3% of 370,000 active. Potency, µM (series often up to 57.5 µM), without a hit: top-dose activation, usual class: activators; note: potency is the fitted concentration of half-maximal effect; % is set by controls: 0 for no effect and ±100 for the full control effect; nearly all actives have a fitted effect of over 60% in size; many of its hits are not listed in these tables
Target sequence (Q9HBX9 whole entry, looked up): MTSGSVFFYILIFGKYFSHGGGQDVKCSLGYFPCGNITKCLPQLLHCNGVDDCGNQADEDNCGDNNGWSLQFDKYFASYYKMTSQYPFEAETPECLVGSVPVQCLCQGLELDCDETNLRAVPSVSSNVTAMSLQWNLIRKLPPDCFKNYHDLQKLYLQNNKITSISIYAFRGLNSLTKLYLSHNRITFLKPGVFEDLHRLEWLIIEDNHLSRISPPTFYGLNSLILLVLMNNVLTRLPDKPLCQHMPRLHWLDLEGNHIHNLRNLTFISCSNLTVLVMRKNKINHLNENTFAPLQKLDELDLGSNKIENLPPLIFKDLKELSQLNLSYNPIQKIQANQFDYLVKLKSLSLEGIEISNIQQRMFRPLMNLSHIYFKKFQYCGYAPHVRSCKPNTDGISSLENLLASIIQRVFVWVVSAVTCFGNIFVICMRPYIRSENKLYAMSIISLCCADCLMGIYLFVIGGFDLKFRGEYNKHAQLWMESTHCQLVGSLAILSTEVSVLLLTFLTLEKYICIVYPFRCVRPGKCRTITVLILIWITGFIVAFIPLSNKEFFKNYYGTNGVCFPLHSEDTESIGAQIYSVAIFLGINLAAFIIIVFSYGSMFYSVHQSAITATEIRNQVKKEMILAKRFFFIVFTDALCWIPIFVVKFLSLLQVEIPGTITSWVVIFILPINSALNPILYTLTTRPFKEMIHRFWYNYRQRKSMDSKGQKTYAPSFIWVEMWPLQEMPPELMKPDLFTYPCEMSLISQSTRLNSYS
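cAMP rise read by TR-FRET after 30 min, 37C compound exposure (up to 58 uM) in RXFP1-transfected HEK293 cells with Ro 20174 present. EC50 from Hill-equation fits, with 29 nM porcine relaxin as 100% and buffer as basal.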
D1 antagonist = human D1 dopamine receptor antagonism | HEK293 TREx D1 cells, calcium flux, dopamine EC80; stronger effect = lower value | activity change, negative = inhibition, % at 10 µM | 3.2% of 360,000 active; in the data active = activity change below about -30%; note: % is set by controls: 0 for no effect and ±100 for the full control effect
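Tetracycline-induced HEK293 T-REx cells with force-coupled D1 receptor were loaded with a no-wash calcium dye. Compound was added after a 10 s baseline and read kinetically for 180 s; EC80 dopamine was then added and calcium flux followed another 180 s.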
GRP78 ERSR act = inducers of ER stress response in human glioma cells; U87-MG GRP78 promoter luciferase reporter, 16 h; Potency, µM, inactives show at the top dose activation, actives largely listed as activators; 0.02% of 420,000 active; note: potency is the fitted concentration of half-maximal effect; series mostly up to about 76 µM; % of control where 0% means no effect; nearly all actives have a fitted effect of over 35% in size
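ERSR induction read as luciferase luminescence (Bright-Glo, 10 min at room temperature) in stably transfected human U87-MG glioma cells exposed to compounds for 16 h, using GRP78 as sensor.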
LDHA block = inhibitors of human lactate dehydrogenase A; P00338; purified LDHA, NADH/diaphorase-resazurin fluorescence; stronger effect = lower value; activity change, % (values are at about 110 or 230 µM); 0.15% of 480,000 active; AID 1347041; in the data active = activity change below about -30%; inconclusive = mostly about -25% to -30%;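 note: plate controls were DMSO wells for no effect and wells without enzyme for full effect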
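Human LDH5 at 2 nM final in Tris HCl pH 7.4 with 0.06 mM NADH and 0.2 mM pyruvate, reacted 5 minutes at room temperature. Remaining NADH coupled via diaphorase/resazurin; resorufin fluorescence read at 0 and 20 minutes, normalized to enzyme-free and DMSO wells.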
An asterisk follows results filed as active; u = inconclusive; x = no result given. Unless noted, calls come from the whole dose curve; as a rule, active = well fitted curve in the direction sought with a large enough effect; inconclusive = small, poorly fitted or top-dose-only effect, or another doubt; inactive = no such curve, though single readings can be large; an effect the other way counts as inactive or inconclusive. These rows are one share of the data, so the mix of outcomes need not match the whole.

Below each SMILES: Vif-A3F inh, D1 potentiator, Vif-APOBEC3G blk, D1 ag, D2 PAM, RXFP1 ag, D1 antagonist, GRP78 ERSR act, LDHA block
COc1ccc(CCN2C(=O)c3[nH]nc(-c4ccccc4O)c3C2c2ccccc2)cc1OC (stereo not drawn)
 : -6%, 0, -8%, 2, 12, 4.1%, -14, -5%, -8
COc1ccc(/C=N/NC(=O)CSc2nnc(CCCc3ccc(OC)c(C)c3)o2)cc1
 : 0%, 0, -4%, 1, -1, -0.7%, -4, -3%, 0
COc1c(C)cccc1C(=O)Nc1cc(Cl)ccc1N1CCOCC1
 : -10%, 14, -12%, 6, 22, -0.3%, 0, 4%, -4
Cc1cc(NS(=O)(=O)c2ccc(NC(=O)Nc3ccccc3)cc2)no1
 : -7%, -7, 2%, 1, -3, 1.7%, 0, -4%, -18
CCOC(=O)c1c(C)nc(SC)c(C#N)c1-c1ccccc1
 : -10%, -7, -3%, 7, 11, -0.4%, -4, -3%, -4
O=C1NC(=Nc2ccccc2)S/C1=C\c1ccccc1
 : -9%, -10, u, 1, -7, -0.7%, -15, 3%, -2
C=CCOC(=O)COc1ccc2c(C)c(CC)c(=O)oc2c1
 : -4%, 4, 0%, 4, x, 4.6%, -2, 3%, 1
COc1ccc(C2=C(C)C(=O)N(Cc3ccc(C(=O)Nc4ccc(F)cc4C)cc3)S2(=O)=O)cc1
 : x, -6, x, 6, -18, 0.6%, 9, x, -4
O=C(O)/C=C/c1ccc2ccccc2n1
 : -4%, -8, -11%, -1, -16, 1.7%, -20, -4%, -7
Cn1cccc1Cc1nnc(SCC(=O)Nc2ccc3c(c2)OCCO3)n1CCc1ccccc1
 : 4%, 4, -1%, 1, -5, 1.2%, 3, -2%, -4
Cc1cccc(N(CC(=O)NCc2ccc(F)cc2)C(=O)c2csnn2)c1C
 : -1%, -1, -5%, 2, -1, -1.1%, 3, -2%, -1
CCN(C(=O)COC(=O)c1nc(Cl)ccc1Cl)c1c(N)n(Cc2ccccc2)c(=O)[nH]c1=O
 : -1%, x, -1%, x, x, x, x, -2%, -4
Cc1ccc(NCc2nnc(SCC(N)=O)o2)c(C)c1
 : 5%, -1, 2%, 2, 16, 0.1%, -9, -5%, -8
CCCOc1ccc(CCC(=O)N/N=C/c2ccco2)cc1
 : 1%, -4, -3%, 2, 1, -1.9%, -14, -1%, 2
Nc1ccc2ncccc2c1N
 : u, -8, 0%, 7, x, 0.8%, 13, 1%, 16
O=S(=O)(NCc1nnc2c(C(F)(F)F)cc(Cl)cn12)c1ccccc1
 : 7%, -4, 2%, 0, -1, -0.7%, 1, -3%, -4
CCc1cc(=O)oc2c(C)c3c(cc12)CN(CCc1ccccc1)CO3
 : -7%, -3, -5%, 5, -21, 11%, -29, -4%, 3
COc1ccc2c(c1)C(NS(=O)(=O)OCC(Cl)(Cl)Cl)CCC2 (stereo not drawn)
 : -7%, 1, 5%, 4, 9, -5.4%, -5, -4%, -23
O=C(c1cccn2c(=O)c3ccccc3nc12)N1CCN(c2ccccn2)CC1
 : -13%, 2, -1%, 3, -5, 3.0%, -6, -3%, 2
CC(=O)NC(=S)Nc1ccc(NC(=O)COc2ccc(Cl)cc2)cc1
 : 2%, -4, 2%, 3, -9, 1.0%, 10, -1%, -2
COc1ccc(NC(=O)c2c(C)oc3ccc(O)c(CN4CCC(C)CC4)c23)cc1
 : 2%, 1, 8%, 5, 3, -1.8%, 10, -2%, 8
O=[N+]([O-])c1cc(S(=O)(=O)NC2=NCCCCC2)ccc1NCC1CCCCC1
 : 2%, 0, 3%, 6, -1, 0.7%, -33*, -4%, 1
CC(C)C(=O)NCCSc1c[nH]c2ccccc12
 : 0%, -10, -1%, 0, 7, 0.0%, -87*, -4%, 2
O=C(COc1ccccc1)N(Cc1cccnc1)c1nc2c(F)cccc2s1
 : 1%, -4, -8%, 4, -4, 2.3%, x, 1%, -1
CC(C)C(OC(=O)CN1C(=O)c2ccccc2C1=O)C(=O)NC1CCCCC1 (stereo not drawn)
 : -6%, -5, 0%, 0, x, -0.2%, 10, -4%, 0
CCc1c(C)sc(NC(=O)CC#N)c1C#N
 : -24%, 4, -9%, 4, 7, 0.7%, 4, -1%, 5
O=C(Nc1nnc(S(=O)(=O)N2CCCc3ccccc32)s1)c1ccccc1
 : -2%, 0, -3%, 0, 8, -0.8%, -33*, -1%, -16
CCOc1ccc(CN2C(=O)c3ccccc3C2C(=O)NCC2CCCO2)cc1 (stereo not drawn)
 : 7%, -4, -2%, 0, 11, -0.5%, 7, 0%, -4
CCc1ccc(NC(=O)Cn2c(=O)n(CCCCC(=O)NCc3ccccc3Cl)c(=O)c3ccccc32)cc1
 : -1%, 2, 1%, 2, 13, 2.0%, 9, -4%, -6
CCOC(=O)C1CCCN(Cc2nc(N)nc(Nc3ccc(C)cc3)n2)C1 (stereo not drawn)
 : -5%, -6, 0%, 1, -12, 2.9%, -11, -9%, 2

Arranged by molecular weight (low to high): some entries from above.
Below each SMILES: Vif-A3F inh, D1 potentiator, Vif-APOBEC3G blk, D1 ag, D2 PAM, RXFP1 ag, D1 antagonist, GRP78 ERSR act, LDHA block
CCc1cc(=O)oc2c(C)c3c(cc12)CN(CCc1ccccc1)CO3
 : -7%, -3, -5%, 5, -21, 11%, -29, -4%, 3
O=C(c1cccn2c(=O)c3ccccc3nc12)N1CCN(c2ccccn2)CC1
 : -13%, 2, -1%, 3, -5, 3.0%, -6, -3%, 2
COc1ccc2c(c1)C(NS(=O)(=O)OCC(Cl)(Cl)Cl)CCC2 (stereo not drawn)
 : -7%, 1, 5%, 4, 9, -5.4%, -5, -4%, -23

Continuation:
smiles	Vif-A3F inh	D1 potentiator	Vif-APOBEC3G blk	D1 ag	D2 PAM	RXFP1 ag	D1 antagonist	GRP78 ERSR act	LDHA block
CCCc1nnc(NC(=O)CCC(=O)NCCc2ccc(OC)c(OC)c2)s1	0%	3	0%	3	-7	1.5%	5	-3%	-2
CCOC(=O)N1CCC(NC(=O)c2cc(C(=O)Nc3ccc(OC)c(OC)c3)ccc2CO)CC1	5%	1	-1%	7	-7	0.7%	5	-8%	0
CN1CCN(NC(=O)c2cccs2)CC1	-13%	0	1%	1	-5	-1.2%	-1	6%	-2
O=C(CCNC(=O)c1ccc(Br)cc1)NCCCN1CCCC1=O	-13%	-1	-5%	3	12	-1.5%	5	-5%	-4
CCc1ccc(CN(C)Cc2nc(Cc3cccc(C(F)(F)F)c3)no2)nc1	1%	-5	-4%	-1	13	-3.3%	-4	0%	3
CC(C)C[C@@H](CN)NC(=O)c1nc[nH]c1C(=O)N[C@@H](CC(C)C)C(=O)CNC[C@H](C)NC(=O)c1nc[nH]c1C(=O)N[C@@H](C)C(=O)O	2%	x	0%	x	x	x	x	-5%	1
CCOc1ccc(N(C(C)C(=O)N2CCCC2)S(C)(=O)=O)cc1 (stereo not drawn)	-5%	0	-5%	-4	-5	-0.8%	27	-4%	-4
Cn1c(=O)c2c(nc(CN3CCOCC3)n2CC(=O)c2ccccc2)n(C)c1=O	-7%	x	-8%	x	x	x	x	-5%	-4
COc1ccc(NC(=O)C(C)SCc2ccccc2)cc1OC (stereo not drawn)	-1%	-4	2%	9	-7	1.0%	-11	-2%	4
COc1ccc(CC(=O)NCCC2=CCCCC2)cc1	-6%	-2	-6%	0	-3	1.8%	-10	2%	-1
CCN(CC)S(=O)(=O)c1ccc(N2CC(C(=O)NCc3cccnc3)CC2=O)cc1 (stereo not drawn)	7%	-3	1%	2	12	0.4%	-15	-5%	-2
Cc1ccc2nsnc2c1S(=O)(=O)N1CCN(C)CC1	-3%	4	-2%	-1	13	-0.4%	-6	-4%	-10
Cc1cc(C)c(C(=O)N(CCN(C)C)CC2CCCN(Cc3ccccc3F)C2)o1 (stereo not drawn)	u	-7	-1%	1	-28	-0.3%	-2	-1%	-4
O=C(CSc1nc2nc(-c3cccs3)cc(C(F)(F)F)c2c(=O)[nH]1)NCc1ccco1	x	2	-28%	0	4	22%	7	-3%	-5
CCOC(=O)c1nnc(-c2ccc(C)cc2)nc1Sc1cccc(Cl)c1	4%	-8	1%	-2	x	-4.4%	-15	-4%	-7

(cont.)
smiles	Vif-A3F inh	D1 potentiator	Vif-APOBEC3G blk	D1 ag	D2 PAM	RXFP1 ag	D1 antagonist	GRP78 ERSR act	LDHA block
O=C(COc1ccccc1)N1CCN(C(=O)c2ccco2)CC1	-5%	-1	-1%	0	8	-0.1%	-10	-2%	-2
CCCNc1nc2c(c(=O)[nH]c(=O)n2C)n1CCOc1ccccc1	-1%	-6	-7%	0	4	-1.8%	5	4%	-3
C=CCNC(=O)c1ccccc1NC(=O)Cc1ccccc1[N+](=O)[O-]	-4%	0	-3%	4	3	-1.4%	-8	-3%	0
O=C(c1ccccc1)N1CCN=C1SCc1ccc([N+](=O)[O-])cc1	6%	-3	-3%	4	4	-0.4%	-7	-3%	-6
O=C(c1ccc(N2CCCCC2)c([N+](=O)[O-])c1)N1CCOCC1	-7%	-11	1%	1	x	1.5%	8	-2%	-11

Entries shown so far containing two or more sulfur atoms:
smiles	Vif-A3F inh	D1 potentiator	Vif-APOBEC3G blk	D1 ag	D2 PAM	RXFP1 ag	D1 antagonist	GRP78 ERSR act	LDHA block
O=C(Nc1nnc(S(=O)(=O)N2CCCc3ccccc32)s1)c1ccccc1	-2%	0	-3%	0	8	-0.8%	-33*	-1%	-16
Cc1ccc2nsnc2c1S(=O)(=O)N1CCN(C)CC1	-3%	4	-2%	-1	13	-0.4%	-6	-4%	-10
O=C(CSc1nc2nc(-c3cccs3)cc(C(F)(F)F)c2c(=O)[nH]1)NCc1ccco1	x	2	-28%	0	4	22%	7	-3%	-5
